Screening data: PubChem, Broad Institute
Mtb BioA inh: inhibitors of Mycobacterium tuberculosis BioA enzyme | AID 602481 | inhibition, % at 9.99 µM | purified M. tuberculosis BioA enzyme, plate reader | 360,000 tested, 0.096% active; in the data active means inhibition above about 40%
TcdB inh: inhibitors of Clostridioides difficile toxin B glycohydrolase; P18177; TcdB glycohydrolase enzymatic assay, plate reader; inhibition, % at 9.99 µM; 350,000 tested, 0.24% active; AID 652162; in the data active means inhibition above about 10%
Starred values were filed as active, the others as inactive. These rows are one share of the data; the hit share may differ from the screen's.

canonical_smiles	Mtb BioA inh	TcdB inh
COc1ccc(NC(=O)Nc2ccc3c(c2)C(=O)N([C@H](C)CO)C[C@@H](C)[C@H](CN(C)C(=O)Nc2cccc4ccccc24)O3)cc1	2.0	-2.1
Cc1ccc(S(=O)(=O)N[C@H]2C=C[C@@H](CC(=O)NCc3ccc(Cl)c(Cl)c3)O[C@H]2CO)cc1	-1.5	0.2
CN(C)C(=O)C[C@@H]1C[C@H]2c3cc(NC(=O)NC4CCCCC4)ccc3O[C@H]2[C@H](CO)O1	1.1	0.4
O=C(Cc1ccccc1)N1C[C@@H]2[C@H](c3ccccc31)[C@H](CO)N2C(=O)c1ccc(F)cc1	-4.0	-2.0
C[C@H](CO)N1C[C@H](C)[C@@H](CN(C)C(=O)Nc2ccc(C(F)(F)F)cc2)Oc2ccc(N(C)C)cc2CC1=O	2.6	-16
C[C@H]1CN([C@@H](C)CO)C(=O)Cc2cc(NC(=O)Cn3cnnn3)ccc2O[C@@H]1CN(C)S(=O)(=O)c1cccs1	2.2	-1.1
CCCNC(=O)C[C@@H]1CC[C@@H]2[C@H](COC[C@H](O)CN2Cc2ccc(Cl)c(Cl)c2)O1	1.6	0.0
C[C@@H]1CN([C@H](C)CO)C(=O)c2cc(NS(=O)(=O)c3ccc(F)cc3)ccc2O[C@@H](C)CCCCO[C@@H]1CN(C)S(=O)(=O)c1cn(C)cn1	1.1	1.7
C[C@@H]1CN([C@H](C)CO)C(=O)c2cc(NC(=O)Nc3cccc4ccccc34)ccc2O[C@@H](C)CCCCO[C@@H]1CN(C)S(=O)(=O)c1ccc(Cl)cc1	-1.7	-1.7
CO[C@H]1CN(C)C(=O)c2cc(NC(C)=O)ccc2OC[C@H](C)N(Cc2ccc(F)cc2)C[C@@H]1C	0.0	-0.2
O=C(C[C@@H]1CC[C@H](NC(=O)Nc2ccc(C(F)(F)F)cc2)[C@@H](CO)O1)NCCN1CCCC1	-3.4	0.9
C[C@@H]1CN([C@H](C)CO)C(=O)c2c(c3ccccc3n2C)-c2ccccc2CO[C@H]1CN(C)S(=O)(=O)c1ccsc1	1.7	-4.5
O=C(NCC1CCCCC1)[C@@H]1[C@@H](CO)[C@@H]2Cn3c(ccc(-c4ccccc4)c3=O)[C@H]1N2	-1.1	-0.5
C[C@H]1CN([C@@H](C)CO)C(=O)c2cc(NS(=O)(=O)c3ccccc3)ccc2O[C@@H]1CN(C)Cc1ccncc1	0.0	0.0
C[C@H](CO)N1C[C@H](C)[C@@H](CN(C)C(=O)Nc2ccc(F)cc2)Oc2ccc(NS(=O)(=O)c3ccc(Cl)cc3)cc2CC1=O	-1.6	1.2
Cc1ccc(-c2cnc3c(c2)C(=O)N([C@H](C)CO)C[C@H](C)[C@H](CN(C)Cc2ccccc2C(=O)O)O3)cc1	-0.6	1.0
CCS(=O)(=O)N1CCCCN2[C@H](CO)[C@H](c3ccc(C#Cc4ccccc4OC)cc3)[C@H]2C1	3.2	-0.4
O=C(NC1Cc2ccccc2C1)[C@H]1[C@H](CO)[C@H]2Cn3c(cccc3=O)[C@@H]1N2C(=O)CC1CC1	-2.1	-2.3
C[C@H](CO)N1C[C@H](C)[C@H](CN(C)C(=O)CCCN(C)C)OCCCC[C@H](C)Oc2ccc(NS(=O)(=O)c3cn(C)cn3)cc2C1=O	1.7	0.0
NCC[C@H]1CC[C@H](NC(=O)NC2CCCCC2)[C@@H](CO)O1	-2.7	0.3
COCC#Cc1cnc2c(c1)C(=O)N([C@@H](C)CO)C[C@H](C)[C@H](CN(C)Cc1ccccc1F)O2	0.7	1.0
O=C(Nc1ccc2c(c1)[C@H]1C[C@H](CC(=O)N3CCOCC3)O[C@@H](CO)[C@H]1O2)NC1CCCC1	-1.8	2.3
C[C@H](NC(=O)C[C@H]1CC[C@H](NC(=O)c2cccnc2)[C@H](CO)O1)c1ccccc1	-1.0	0.9
C[C@@H]1CCCCO[C@@H](CN(C)Cc2ccc(C(F)(F)F)cc2)[C@@H](C)CN([C@H](C)CO)C(=O)c2cc(NC(=O)Nc3ccc4c(c3)OCO4)ccc2O1	-0.8	-0.1
C[C@H](NC(=O)C[C@H]1C[C@H]2c3cc(NC(=O)NC4CCCCC4)ccc3O[C@H]2[C@@H](CO)O1)c1ccccc1	-0.4	0.6
Cc1ccccc1NC(=O)Nc1ccc2c(c1)C(=O)N(C)[C@H]1CC[C@H](CC(=O)NCC3CC3)O[C@H]1CO2	-2.1	0.6
Cc1noc(C)c1NC(=O)N(C)C[C@H]1Oc2ccc(NS(=O)(=O)c3c(C)noc3C)cc2CC(=O)N([C@@H](C)CO)C[C@@H]1C	0.7	0.3
CC(C)c1cn(CC[C@@H]2CC[C@@H](NS(=O)(=O)Cc3ccccc3)[C@@H](CO)O2)nn1	-0.4	-0.9
CO[C@@H]1CN(C)C(=O)c2cc(NC(=O)Cc3ccccc3)ccc2OC[C@H](C)N(C)C[C@H]1C	-1.3	-0.4
O=C(C[C@@H]1C[C@H]2c3cc(NC(=O)CC4CC4)ccc3O[C@H]2[C@@H](CO)O1)NCc1ccncc1	-1.2	-1.0
COc1ccc(NC(=O)N[C@@H]2CC[C@H](CCNC(=O)c3cc(Cl)cc(Cl)c3)O[C@@H]2CO)cc1	-7.9	0.0
C[C@H]1CN([C@@H](C)CO)C(=O)c2cccc(NC(=O)c3ccncc3)c2O[C@H]1CN(C)S(=O)(=O)c1ccc(Cl)cc1	1.9	0.3
Cc1ccc(-c2ccc3c(c2)O[C@@H](CN(C)C(=O)NC(C)C)[C@@H](C)CN([C@@H](C)CO)S3(=O)=O)cc1	-1.0	0.8
C[C@@H]1CN([C@@H](C)CO)C(=O)c2cccc(NC(=O)c3ccc(-c4nccs4)cc3)c2O[C@H]1CN(C)C(=O)Nc1ccccc1	3.8	1.0
CCC(=O)Nc1ccc2c(c1)C(=O)N(C)C[C@@H](OC)[C@H](C)CN(C(=O)c1ccncc1)[C@@H](C)CO2	-0.6	0.0
CC(=O)N(C)C[C@H]1Oc2cc(C#CCN(C)C)ccc2S(=O)(=O)N([C@H](C)CO)C[C@@H]1C	0.3	-1.0
COc1ccc(NC(=O)N(C)C[C@@H]2Oc3cc(-c4ccc(C)cc4)ccc3S(=O)(=O)N([C@H](C)CO)C[C@@H]2C)cc1	1.8	0.1
Cc1ccc(S(=O)(=O)Nc2cccc3c2O[C@H](CN(C)Cc2ccncc2)[C@@H](C)CN([C@@H](C)CO)C3=O)cc1	0.1	1.3
CNC[C@H]1Oc2c(NC(=O)c3ccncc3)cccc2C(=O)N([C@H](C)CO)C[C@H]1C	-1.9	0.0
COc1ccc(NC(=O)Nc2ccc3c(c2)C(=O)N([C@H](C)CO)C[C@H](C)[C@H](CN(C)C(=O)Nc2ccccc2)O3)cc1	2.2	-0.2
C[C@H](CO)N1C[C@H](C)[C@@H](CN(C)S(=O)(=O)c2ccccc2)Oc2ccc(NC(=O)Cn3cnnn3)cc2CC1=O	2.1	0.1
C[C@H](CO)N1C[C@H](C)[C@H](CN(C)Cc2ccccn2)Oc2ncc(-c3ccccc3)cc2C1=O	-5.0	-2.6
Cc1noc(C)c1NC(=O)Nc1ccc2c(c1)C(=O)N([C@@H](C)CO)C[C@@H](C)[C@H](CN(C)S(=O)(=O)c1cccs1)OCCCC[C@H](C)O2	-1.6	-1.6
Cc1noc(C)c1NC(=O)N[C@@H]1CC[C@H](CC(=O)N2CCN(C)CC2)O[C@H]1CO	0.2	0.1
Cc1ccc(S(=O)(=O)N(C)C[C@@H]2Oc3c(NS(C)(=O)=O)cccc3C(=O)N([C@H](C)CO)C[C@H]2C)cc1	0.7	-1.3

An excerpt of these results, with values under each structure.
Sequence of screens – Mtb BioA inh	TcdB inh
- CNC[C@H]1Oc2c(NC(=O)c3ccncc3)cccc2C(=O)N([C@H](C)CO)C[C@H]1C
→ -1.9	0.0
- COc1ccc(NC(=O)Nc2ccc3c(c2)C(=O)N([C@H](C)CO)C[C@H](C)[C@H](CN(C)C(=O)Nc2ccccc2)O3)cc1
→ 2.2	-0.2
- C[C@H](CO)N1C[C@H](C)[C@@H](CN(C)S(=O)(=O)c2ccccc2)Oc2ccc(NC(=O)Cn3cnnn3)cc2CC1=O
→ 2.1	0.1
- C[C@H](CO)N1C[C@H](C)[C@H](CN(C)Cc2ccccn2)Oc2ncc(-c3ccccc3)cc2C1=O
→ -5.0	-2.6
- Cc1noc(C)c1NC(=O)Nc1ccc2c(c1)C(=O)N([C@@H](C)CO)C[C@@H](C)[C@H](CN(C)S(=O)(=O)c1cccs1)OCCCC[C@H](C)O2
→ -1.6	-1.6

(continued)
canonical_smiles	Mtb BioA inh	TcdB inh
CN(C)C(=O)c1cccc(-c2ccc([C@H]3[C@H](CO)N4CCCCN(CCC(F)(F)F)C[C@@H]34)cc2)c1	1.7	0.8
CCC(=O)N(C)C[C@@H]1Oc2cc(C#C[C@@H](C)O)ccc2S(=O)(=O)N([C@H](C)CO)C[C@@H]1C	1.8	1.7
C[C@H]1CN([C@@H](C)CO)C(=O)Cc2cc(NC(=O)CCN3CCOCC3)ccc2O[C@@H]1CN(C)C(=O)Nc1ccc(F)cc1	0.0	0.6
O=C(Cc1ccncc1)N1CCCCN2[C@H](C1)[C@@H](c1ccc(C#Cc3ccccc3F)cc1)[C@@H]2CO	2.8	-2.5
Cc1ccc(S(=O)(=O)N(C)C[C@H]2OCCCC[C@H](C)Oc3ccc(NC(=O)NC4CCCCC4)cc3C(=O)N([C@@H](C)CO)C[C@H]2C)cc1	1.9	0.7
COc1ccc(S(=O)(=O)N2C[C@H](O)COC[C@H]3O[C@H](CC(=O)NCc4ccc(Cl)c(Cl)c4)CC[C@@H]32)cc1	-0.5	0.1
C[C@H](CO)N1C[C@H](C)[C@H](CN(C)S(=O)(=O)c2cn(C)cn2)Oc2ncc(-c3cccc(F)c3)cc2C1=O	-1.7	-2.4
COc1ccc(S(=O)(=O)N(C)C[C@@H]2Oc3cc(C4=CCCC4)ccc3S(=O)(=O)N([C@@H](C)CO)C[C@H]2C)cc1	-0.2	0.1
CCC(=O)Nc1ccc2c(c1)OC[C@@H](C)N(C(=O)c1ccc(F)cc1)C[C@H](C)[C@H](OC)CN(C)C2=O	4.4	0.1
O=C(Nc1ccccc1F)N1CCCCN2[C@H](C1)[C@H](c1ccc(C#Cc3cccnc3)cc1)[C@@H]2CO	12	-3.6
C[C@H](CO)N1C[C@H](C)[C@H](CN(C)S(=O)(=O)c2cn(C)cn2)Oc2ccc(NS(C)(=O)=O)cc2C1=O	2.4	0.1
COCc1cn(CC[C@H]2CC[C@@H](NC(=O)Nc3ccc(F)cc3)[C@H](CO)O2)nn1	0.9	-0.1
O=C(Nc1cccc(F)c1)N1CCCCN2[C@H](C1)[C@@H](c1ccc(C#Cc3ccccc3)cc1)[C@@H]2CO	-0.1	-0.1
O=C(C[C@@H]1C[C@H]2c3cc(NC(=O)NC4CCCC4)ccc3O[C@H]2[C@@H](CO)O1)NCCc1ccccc1	-1.2	0.2
COc1cccc(S(=O)(=O)N[C@@H]2C=C[C@@H](CC(=O)NCc3ccc(Cl)cc3)O[C@@H]2CO)c1	-2.2	-1.1

Single values from the entries so far.
Under Mtb BioA inh, CN(C)C(=O)c1cccc(-c2ccc([C@H]3[C@H](CO)N4CCCCN(CCC(F)(F)F)C[C@@H]34)cc2)c1 has the entry 1.7
Under TcdB inh, CCC(=O)N(C)C[C@@H]1Oc2cc(C#C[C@@H](C)O)ccc2S(=O)(=O)N([C@H](C)CO)C[C@@H]1C has the entry 1.7

More records follow.
canonical_smiles	Mtb BioA inh	TcdB inh
COc1ccc(S(=O)(=O)Nc2cccc3c2O[C@H](CN(C)S(C)(=O)=O)[C@H](C)CN([C@H](C)CO)C3=O)cc1	-2.0	0.2
CC(=O)N(C)C[C@H]1Oc2ncc(C#Cc3ccncc3)cc2C(=O)N([C@H](C)CO)C[C@@H]1C	-0.8	-0.5
O=C(C1CCC1)N1C[C@@H]2[C@H](c3ccccc31)[C@H](CO)N2C(=O)c1ccccc1F	2.7	-3.4
CCCNC(=O)N(C)C[C@H]1Oc2cc(-c3ccccc3)ccc2S(=O)(=O)N([C@H](C)CO)C[C@@H]1C	3.7	0.3
COc1ccc(CN(C)C[C@@H]2Oc3ccc(NC(=O)Cc4cn(C)c5ccccc45)cc3C(=O)N([C@@H](C)CO)C[C@H]2C)cc1	2.6	-0.4
COC(=O)C[C@H]1C[C@@H]2c3cc(NC(=O)c4ccc5c(c4)OCO5)ccc3O[C@@H]2[C@H](CO)O1	0.0	0.6
NCC[C@H]1CC[C@H](NS(=O)(=O)c2ccc(Cl)cc2)[C@@H](CO)O1	-2.7	0.6
CC(C)C#Cc1ccc([C@@H]2[C@@H](CO)N3CCCCN(C(=O)c4ccc(F)cc4)C[C@H]23)cc1	5.0	1.2
Cc1noc(C)c1S(=O)(=O)Nc1ccc2c(c1)C(=O)N([C@@H](C)CO)C[C@@H](C)[C@H](CN(C)C(=O)c1ccccc1)OCCCC[C@@H](C)O2	0.4	-2.9
C[C@@H]1CN([C@@H](C)CO)C(=O)c2cc(NC(=O)NC3CCCCC3)ccc2O[C@@H]1CN(C)S(=O)(=O)c1cn(C)cn1	-1.1	-0.2
COc1ccc(NC(=O)N[C@H]2CC[C@@H](CCNS(=O)(=O)c3ccccc3F)O[C@H]2CO)cc1	-1.6	-0.5
Cc1ccc(S(=O)(=O)Nc2cccc3c2O[C@@H](CN(C)Cc2ccc(-c4ccccc4)cc2)[C@@H](C)CN([C@@H](C)CO)C3=O)cc1	-3.3	0.4
O=C(C[C@@H]1CC[C@H](NC(=O)Nc2ccc(C(F)(F)F)cc2)[C@@H](CO)O1)NCc1ccccn1	-1.9	-0.5
C[C@H]1CCCCO[C@H](CN(C)S(=O)(=O)c2ccc(F)cc2)[C@@H](C)CN([C@@H](C)CO)C(=O)c2cc(NC(=O)NC3CCCCC3)ccc2O1	-0.8	0.6
